TRPV1 ag: agonists of human vanilloid receptor 1 (TRPV1). TRPV1-expressing cells, Fluo-8 calcium influx, agonist mode. activation, % at 8.33 µM. 320,000 tested, 0.19% active; in the data active = activation above about 80%; inconclusive = between about 30% and that limit; note: 0% is about no effect
Target sequence (Q8NER1 whole entry, looked up): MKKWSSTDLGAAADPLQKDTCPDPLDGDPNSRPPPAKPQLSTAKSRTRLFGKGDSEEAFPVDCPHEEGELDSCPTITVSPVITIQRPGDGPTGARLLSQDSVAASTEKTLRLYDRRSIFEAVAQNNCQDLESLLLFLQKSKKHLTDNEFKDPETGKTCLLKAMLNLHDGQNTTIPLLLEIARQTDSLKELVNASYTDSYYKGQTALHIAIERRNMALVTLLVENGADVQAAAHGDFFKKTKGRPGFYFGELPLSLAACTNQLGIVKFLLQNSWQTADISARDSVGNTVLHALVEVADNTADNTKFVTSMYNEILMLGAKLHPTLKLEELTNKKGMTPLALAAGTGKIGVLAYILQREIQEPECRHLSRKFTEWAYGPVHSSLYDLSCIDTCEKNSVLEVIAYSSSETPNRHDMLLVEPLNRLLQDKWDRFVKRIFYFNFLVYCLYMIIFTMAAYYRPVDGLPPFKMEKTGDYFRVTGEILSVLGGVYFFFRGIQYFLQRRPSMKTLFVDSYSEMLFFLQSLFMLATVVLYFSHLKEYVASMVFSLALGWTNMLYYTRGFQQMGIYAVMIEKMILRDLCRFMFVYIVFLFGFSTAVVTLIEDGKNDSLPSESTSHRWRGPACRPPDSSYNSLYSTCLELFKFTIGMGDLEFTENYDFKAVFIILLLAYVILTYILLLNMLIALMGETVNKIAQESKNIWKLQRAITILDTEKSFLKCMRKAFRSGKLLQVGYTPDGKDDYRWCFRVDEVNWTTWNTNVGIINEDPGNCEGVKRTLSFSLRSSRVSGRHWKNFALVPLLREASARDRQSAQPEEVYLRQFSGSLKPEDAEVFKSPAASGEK
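TRPV1-expressing cells were cultured overnight at 35.5C and loaded with Fluo-8 calcium dye for 40 to 90 min at room temperature. After a 10 s baseline, compound was added and calcium influx was read kinetically for 3 min (ex 480/em 520 nm).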
p53 reactivator: re-activators of mutant p53 | AID 504706 | H1299 p53-A138V BP100-luciferase reporter, luminescence, 24 h | 320,000 tested, 0.063% active | Potency, µM (doses to about 92.2 µM), for inactives: at the top dose activity change, positive = activation, hits mostly activators; note: potency is the fitted concentration of half-maximal effect; % of control where 0% means no effect; nearly all actives have a fitted effect of over 45% in size
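p53-null H1299 cells stably carrying temperature-sensitive p53-A138V and a BP100-luciferase reporter were pinned with compounds (4-point, 1:5 series) and held 24 hrs at 37 deg C. Luminescence was read 10 min after detection reagent.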
VP16 counter: counter-screen for ROR gamma inhibitors: Gal4-VP16 reporter | Drosophila S2 Gal4-VP16 UAS-luciferase, luminescence, 20 h | Potency, µM (titrated, usually from 53.6 µM), for the others: at the top dose activity, negative = inhibition, hits mostly inhibitors | AID 2546 | 310,000 tested, 3.5% active;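 note: Gal4-VP16 expression switched on by copper sulfate through the metallothionein promoter; potency is the fitted concentration of half-maximal effect; % is set by controls: 0 for no effect and ±100 for the full control effect; nearly all actives have a fitted effect of over 50% in size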
FLuc modulator: inhibits or activates purified firefly luciferase, miR-21 counter-screen; Potency, µM (series often up to 57.5 µM), for the others: at the top dose activity change, negative = inhibition, usual class: inhibitors; purified FLuc, Km substrates, luminescence inhibition; 360,000 tested, 6.9% active; P08659;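 note: potency is the fitted concentration of half-maximal effect; plate controls were vehicle for no effect and reference inhibitor for full effect; nearly all actives have a fitted effect of over 55% in size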
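Purified P. pyralis luciferase, 10 nM final, with Km-level 10 uM D-luciferin and 10 uM ATP in 50 mM Tris acetate pH 7.5, 10 mM Mg acetate, 0.01% Tween-20, 0.05% BSA; 6-point qHTS titration about 60 µM downward; luminescence read.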
BRCA1 expr up: increases BRCA1 expression | MCF7-BRCA1-FFLuc reporter, luminescence, 48 h; response scale: scaled: vehicle 0%, 10 µM genistein 100% | Potency, µM (doses to about 46.1 µM), without a hit: top-dose activation, actives largely listed as activators | 380,000 tested, 1.1% active | AID 624202; note: potency is the fitted concentration of half-maximal effect; nearly all actives have a fitted effect of over 80% in size; some results filed as inactive show a strong effect at the top dose
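Cells: MCF7-BRCA1-FFLuc, 2000/well. Exposure: 48 h, 37 °C, 5% CO2. Read: luminescence, 15 min post-substrate. Controls: genistein 10 microM (maximal activation), DMSO (neutral).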
Tb PFK inh: T. brucei PFK enzyme inhibition; O15648; T. brucei PFK, ADP-Glo luminescence; Potency, µM (top dose mostly 57.5 µM), without a hit: top-dose activity, negative = inhibition, usual class: inhibitors; 330,000 tested, 0.17% active; AID 485367;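 note: potency is the fitted concentration of half-maximal effect; 0% = uninhibited 1x PFK enzyme wells and -100% = no-enzyme wells; nearly all actives have a fitted effect of over 60% in size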
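Compounds were pin-transferred as a titration series up to 57 uM into substrate buffer (0.5 mM F6P, 0.1 mM ATP, pH 8.0), then 1.25 nM PFK was added and reactions ran 45 min before ADP-Glo detection.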
ELG1 genotoxic: genotoxicity induction in ELG1-luciferase HEK293T cells | HEK293T ELG1-luciferase reporter, luminescence, 16 h | 330,000 tested, 1.3% active | Potency, µM (highest dose often 46 µM), inactives show top-dose activity change, positive = activation, hits mostly activators; note: potency is the fitted concentration of half-maximal effect; % of control where 0% means no effect; nearly all actives have a fitted effect of over 60% in size
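Reporter readout depends on ELG1 protein level, which increases with genetic stress. After 16 hr compound exposure at 37 °C, luciferase activity was quantified using ONE-Glo.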
RORgamma inh: blocks mouse ROR gamma transcriptional activity; P51450; Potency, µM (doses to about 53.6 µM), without a hit: at the top dose activity change, negative = inhibition, actives largely listed as inhibitors; 310,000 tested, 5.4% active; Drosophila S2 Gal4-RORgamma UAS-luciferase reporter, 20 h; AID 2551; note: potency is the fitted concentration of half-maximal effect; % is set by controls: 0 for no effect and ±100 for the full control effect; nearly all actives have a fitted effect of over 60% in size
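Compounds are pin-transferred onto Drosophila Schneider cells expressing a copper-inducible Gal4–ROR gamma transactivation domain fusion. After 1 hr, copper sulfate is added to 700 uM final; luciferase is read 20 hr later.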
Rab9 promoter act: activators of Rab9 promoter; AID 485297; Potency, µM (top dose mostly 9.22 µM), without a hit: at the highest dose activation, negative = inhibition, usual class: activators; 320,000 tested, 2.8% active; Huh7 Rab9 promoter-luciferase reporter, luminescence, 24 h; note: potency is the fitted concentration of half-maximal effect; % of control where 0% means no effect; nearly all actives have a fitted effect of over 60% in size
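Luminescence from Amplite-detected luciferase (10 minutes, ambient) reports Rab9 promoter activation. Before that, stable Rab9-luciferase Huh7 cells (1500/well, reduced-serum OP-MEM I plus 10% FBS) were exposed to compound for 24 hours at 37C.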
NPC1 promoter act: activates the NPC1 promoter | Huh7 NPC1 promoter luciferase reporter, 24 h | Potency, µM (series often up to 9.22 µM), without a hit: top-dose activation, usual class: activators | 320,000 tested, 2.4% active;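 note: potency is the fitted concentration of half-maximal effect; % of control where 0% means no effect; nearly all actives have a fitted effect of over 60% in size; reporter is driven by a mutant NPC1 promoter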
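In 1536-well qHTS, Huh7 cells harboring an NPC1 promoter–luciferase construct received compound for 24 h; activation was quantified by luminescence following luciferase reagent addition.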
ELG1 DNA repair: ELG1-dependent DNA repair inhibition. HEK293T ELG1-luciferase reporter, luminescence, 16 h; DNA damage induced by 5-fluorouridine. Potency, µM (highest dose often 46.1 µM), for inactives: at the top dose activity change, negative = inhibition, most hits filed as inhibitors. 330,000 tested, 2.3% active. AID 504467; note: potency is the fitted concentration of half-maximal effect; % is set by controls: 0 for no effect and ±100 for the full control effect; nearly all actives have a fitted effect of over 55% in size
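5-Fluorouridine DNA damage + compound/DMSO, 2,000 cells/well, 16 h, 37 °C/5% CO2. ONE-Glo, 30 min RT, luminescence. Readout = decrease in reporter signal.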
Starred values were filed as active, the others as inactive; ? = inconclusive; . = not tested or not shown; & = joins results of further samples; ! = repeats disagree; [ ] = another dose, or the depositor's remark. Unless noted, calls come from the whole dose curve; as a rule, active = well fitted curve in the direction sought with a large enough effect; inconclusive = small, poorly fitted or top-dose-only effect, or another doubt; inactive = no such curve, though single readings can be large; an effect the other way counts as inactive or inconclusive.

Values run as follows: BRCA1 expr up	FLuc modulator	ELG1 DNA repair	RORgamma inh	ELG1 genotoxic	TRPV1 ag	NPC1 promoter act	p53 reactivator	VP16 counter	Rab9 promoter act	Tb PFK inh
O=C(c1cc2cc(Br)ccc2s1)N1CCOCC1
  8%	-19%	-1%	0%	15%	?	-2%	8%	22%	2%	-2%
CCOC(=O)N1CCN(C2=C(NS(=O)(=O)c3ccc(C)cc3)C(=O)c3ccccc3C2=O)CC1
  -63%	-2%	?	-7%	-12%	?	1%	3%	-2%	0%	-2%
Cc1ccc(N(CC(=O)Nc2c(C)n(C)n(-c3ccccc3)c2=O)S(C)(=O)=O)c(C)c1
  -5%	-1%	2%	17%	0%	0	-2%	-5%	5%	-9%	3%
CCOC(=O)C1CCN(C(=O)Cn2cc3c(n2)CCC(C)C3)CC1 (configuration not stated)
  -1%	1%	1%	19%	?	3	1%	1%	8%	5%	-1%
COc1ccc(N2C(=O)CN=C2Nc2nc(C)cc(C)n2)cc1
  8%	6%	16%	-13%	0%	-1	2%	-7%	1%	-4%	-20%
O=C(c1c(F)cccc1F)N(Cc1ccccn1)C1CCCC1
  -25%	-2%	-2%	-2%[0.365 µM]	3%	-4	0%	0%	.	-2%	-20%
COc1ccccc1-c1cc(C(=O)N/N=C\c2cnn(C)c2C)c2ccccc2n1
  -16%	-1%	?	?	-1%	6	1%	-10%	11%	-8%	-7%
O=C(NCCCn1ccnc1)c1ccc2ccccc2c1
  -19%	-1%	27%	20%	10%	2	12%	-3%	-6%	1%	3%
O=C(Cn1cnc2c(nnn2-c2ccccc2)c1=O)NCCc1ccccc1
  1%	-1%	1%	-14%	2%	1	2%	4%	9%	2%	1%
CCOC(=O)C1CCN(C(=O)c2ccccc2NC(=O)C2=C(C)OCCS2)CC1
  6%	3%	21%	-1%	-1%	-4	0%	2%	2%	1%	-4%
O=C1CN(C(=O)NCC(=O)N[C@H](C(=O)O)c2ccccc2)c2ccccc2N1
  29%	1%	9%	-11%	1%	3	2%	13%	5%	0%	0%
CC1CCC(NC(=O)COC(=O)c2ccco2)CC1 (configuration not stated)
  -5%	24µM*	?	.	-4%	-6	1%	3%	.	-2%	-5%
COc1cc(OC)cc(C(=O)NC2CCN(CC(=O)Nc3cccc4ccccc34)CC2)c1
  -5%	4%	12µM*	4%	-8%	2	-3%	-20%	0%	-3%	-3%
O=C(NCCn1cccn1)C1CCC(=O)N(CC2CCCCC2)C1 (configuration not stated)
  16%	2%	-5%	-4%	-1%	3	-5%	9%	5%	-2%	-8%
CSc1c(SCc2ccccc2)cnn(-c2ccccc2)c1=O
  31%	-12%	17%	?	2%	14	4%	6%	?	-3%	1%
CC1CCN(CCCNC(=O)CN2CCN(Cc3ccc(Cl)cc3)C2=O)CC1
  -22%	3%	7%	5%	1%	0	0%	-2%	-12%	-3%	5%
O=C(COC(=O)/C=C/c1cccc(Br)c1)NCCC1=CCCCC1
  -4%	0%	10%	-20%	-1%	-7	0%	-12%	-7%	6%	-1%
Cc1cnc(C(=O)OCC(=O)NC2CCCCCCC2)cn1
  2%	0%	-1%	-10%	0%	2	-3%	-4%	2%	8%	2%
O=C(Nc1nnc(-c2ccccn2)o1)c1cccc(Cl)c1
  1%	?	?	0.71µM*	-2%	-1	0%	16%	1µM*	-3%	7%
O=S(=O)(NCc1ccccc1)c1ccc(-c2cnc(C3CC3)o2)cc1
  -33%&-52%	3%&6%	?	37%	-10%	-1	-12%	-4%	-16%	-5%	-8%
CC(C)c1ccc(NC(=O)Cn2cccc2C2=NC(c3ccccc3)CO2)cc1 (configuration not stated)
  -56%	5%	4%	13%	-9%	4	1%	-1%	-11%	-5%	2%
O=C(N/N=C/c1cccnc1)c1ccc(NC(=O)c2cccc(Cl)c2)cc1
  -7%	1%	-10%	-6%	-6%	4	4%	-2%	5%	12%	?
O=C(Cc1cccc([N+](=O)[O-])c1)Nc1ccc(C(=O)N2CCOCC2)cc1
  4%	.	1%	.	6%	.	.	-2%	.	.	-18%
COc1ccc(N2CCN(C(=O)COC(=O)c3cnccn3)CC2)cc1
  1%	3%	13%	.	7%	2	-3%	5%	.	1%	7%
Cc1cc(=O)n2[nH]c(C)c(-c3ccccc3)c2n1
  -17%	4%	-12%	-43%	-3%	-1	21%	-18%	-7%	-1%	-4%
O=C(c1ccc(F)cc1)N1CCN(C2=NS(=O)(=O)c3ccccc32)CC1
  3%	-1%	11%	20%	0%	0	1%	15%	-5%	3%	1%
O=C(c1ccc(CS(=O)Cc2cccc(Cl)c2)o1)N1CCN(C2CCCCC2)CC1 (configuration not stated)
  -3%	0%	6%	3%	-6%	0	-8%	-9%	14%	2%	1%
COc1ccc(CCNC(=O)c2cc(-c3ccccc3O)n[nH]2)cc1OC
  -3%[1.84 µM]	-15%	-19%	-11%	-17%	3	0%	-2%	5%	1%	-2%
O=Cc1cc(N=Nc2ccccc2Cl)ccc1O
  -41%	19µM*	?	11µM*	11%	1	2.5µM*	?	6%	2.2µM*	-5%
Cc1ccc(NC(=O)c2cc(-c3ccc(C)o3)nc3ccccc23)nc1
  9%	?	?	-10%[0.365 µM]	-30%	?	4%	-4%	.	0%	?
CCCCn1c(SCC(=O)c2ccc(OC)c(OC)c2)nc2cc(S(N)(=O)=O)ccc21
  -26%	2%	?	19%	2%	3	-4%	-2%	0%	-1%	-1%
O=[N+]([O-])/C=C1\CCCCCN1
  2%	-1%	10%	32%	-1%	-1	0%	0%	0%	-5%	-1%
CC(C)c1ccc(CNc2cc(N3CCCC3)ccc2[N+](=O)[O-])cc1
  -37%	2%	12%	?	-3%	28	-3%	4%	-7%	1%	3%
O=C(/C=C/c1ccccc1Cl)Nc1cccc(S(=O)(=O)NC2=NCCCCC2)c1
  -22%	1.2µM*	21%	?	5%	2	?	?	-11%	?	0%
O=C1CN(C(=O)COC(=O)CNC(=O)c2ccc(Cl)cc2)c2ccccc2N1
  -7%	-2%	-6%	0%	-6%	1	-1%	8%	-3%	-32%[inhibitor]	-1%
Fc1ccc2nc(Nc3nc4c(F)cccc4s3)sc2c1
  -45%	9.5µM*	?	2µM*	2%	-1	?	?	5.6µM*	?	7%
O=C(Nc1ccc(F)cc1F)c1cncc(Br)c1
  0%	0%	8%	-2%	-10%	2	-4%	1%	-19%	0%	-1%
CCCc1cc(C(=O)N/N=C/c2ccc(CC)s2)c2ccccc2n1
  -45%	-18%	?	2.8µM*	-6%	4	-26%	1%	6.3µM*	-19%	0%
CCCn1c(SC(C)C(=O)N2CCOCC2)nc2ccc(Br)cc2c1=O (configuration not stated)
  -37%	-1%	-4%	.	-13%	83*	-3%	-12%	.	-3%	-13%
Cc1c(C(=O)Nc2ccccc2F)sc2nc3n(c(=O)c12)CCC3
  ?	19µM*!	?	15%	?	2	2.8µM*	?	-10%	2.5µM*	0%
Cc1cc(C)cc(C(=O)NCC(=O)N(C)CCOc2ccccc2)c1
  -23%	0%	13%	.	-2%	3	1%	-8%	.	-5%	3%
c1ccc2[nH]c(Cn3nnc4ccccc43)nc2c1
  23%	-3%	?	.	5%	-4	0%	5%	.	-4%	-9%
Cc1ccc(CN2CCN(Cc3cccc(C)n3)CC2CCO)cc1 (configuration not stated)
  -16%	-1%	9%	-13%	1%	1	-3%	3%	0%	2%	-4%
CC(=O)Nc1ccc(S(=O)(=O)NC(CC(=O)NC2CCCCC2C)C(C)C)cc1 (configuration not stated)
  -36%	-1%	-1%	9%	1%	2	-4%	-5%	-9%	-6%	-2%
COc1cc(Cn2c(C(=O)O)cc3sccc32)cc(OC)c1OC
  -16%	11%	23%	-19%	-5%	2	-2%	2%	-10%[0.365 µM]	-6%	-1%
Cc1ccc(-c2nnc(COC(=O)c3ccco3)o2)cc1
  3%	13µM*	16%	-8%	13%	3	-5%	2%	21%	-2%	2%
CCCc1cc(=O)[nH]c(SC(CC)C(=O)Nc2ccccc2C#N)n1 (configuration not stated)
  14%	-1%	-1%	33%	-11%	-4	1%	1%	2%	-7%	8%

Compound activity deposited in PubChem by National Center for Advancing Translational Sciences (NCATS).
